Screens as filed in PubChem BioAssay.
PfM18AAP inh: PfM18AAP inhibitors, malaria aminopeptidase, primary screen, biochemical, QFRET, recombinant enzyme | AID 1822, 2009 | H-Glu-NHMec fluorogenic cleavage | hit rate 1.2% among 290,000 | inhibition, % at 7.35 µM | M18 aspartyl aminopeptidase (Plasmodium falciparum 3D7);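 active means inhibition above the campaign mean inhibition over all tested compounds plus 3 SD, cut at about 28% in these data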;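 further: 0% = plate median of test compound wells and 100% = 2 mM ZnCl2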
HCV NS3 hel inh: inhibitors of HCV NS3 helicase, primary screen, biochemical, Cy5 molecular beacon fluorescence | Hepatitis C virus NS3 helicase | AID 1800, 2009 | inhibition, % at 10.9 µM | hit rate 0.56% among 290,000 | NS3 helicase DNA unwinding;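 active means inhibition above the mean of all tested compounds plus 3 SD, set per campaign, cut at about 35% in these data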;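 further: 0% = DMSO wells and 100% = thioflavine S control wells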
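Assay system: hepatitis C virus NS3 helicase domain fragment enzyme. Also added: annealed dual-labelled DNA beacon duplex, ATP-started. Timing: 1 h reaction at 25 °C, ATP-initiated. Technique: Cy5 fluorescence at 0 and 60 min, beacon hairpin quenching. Evaluation: % inhibition of unwinding. Replication: one well per compound.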
IDE cell inh: human IDE inhibitors in live cells, primary screen, fluorescence polarization, HEK cells, FAbetaB substrate. Insulin-degrading enzyme (Homo sapiens), P14735. hit rate 0.41% among 320,000. FAbetaB cleavage. inhibition, % at 5.59 µM;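 active means percent inhibition above the average of all tested compounds plus 3 SD, set per screening campaign, cut at about 16% in these data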;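 further: IDE supplied by intact live HEK cells; FP after avidin binding of uncleaved biotin substrate so inhibition keeps polarization high; 0% = DMSO wells and 100% = 60 µM reference IDE inhibitor Ii1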
Target sequence (P14735 whole entry, looked up): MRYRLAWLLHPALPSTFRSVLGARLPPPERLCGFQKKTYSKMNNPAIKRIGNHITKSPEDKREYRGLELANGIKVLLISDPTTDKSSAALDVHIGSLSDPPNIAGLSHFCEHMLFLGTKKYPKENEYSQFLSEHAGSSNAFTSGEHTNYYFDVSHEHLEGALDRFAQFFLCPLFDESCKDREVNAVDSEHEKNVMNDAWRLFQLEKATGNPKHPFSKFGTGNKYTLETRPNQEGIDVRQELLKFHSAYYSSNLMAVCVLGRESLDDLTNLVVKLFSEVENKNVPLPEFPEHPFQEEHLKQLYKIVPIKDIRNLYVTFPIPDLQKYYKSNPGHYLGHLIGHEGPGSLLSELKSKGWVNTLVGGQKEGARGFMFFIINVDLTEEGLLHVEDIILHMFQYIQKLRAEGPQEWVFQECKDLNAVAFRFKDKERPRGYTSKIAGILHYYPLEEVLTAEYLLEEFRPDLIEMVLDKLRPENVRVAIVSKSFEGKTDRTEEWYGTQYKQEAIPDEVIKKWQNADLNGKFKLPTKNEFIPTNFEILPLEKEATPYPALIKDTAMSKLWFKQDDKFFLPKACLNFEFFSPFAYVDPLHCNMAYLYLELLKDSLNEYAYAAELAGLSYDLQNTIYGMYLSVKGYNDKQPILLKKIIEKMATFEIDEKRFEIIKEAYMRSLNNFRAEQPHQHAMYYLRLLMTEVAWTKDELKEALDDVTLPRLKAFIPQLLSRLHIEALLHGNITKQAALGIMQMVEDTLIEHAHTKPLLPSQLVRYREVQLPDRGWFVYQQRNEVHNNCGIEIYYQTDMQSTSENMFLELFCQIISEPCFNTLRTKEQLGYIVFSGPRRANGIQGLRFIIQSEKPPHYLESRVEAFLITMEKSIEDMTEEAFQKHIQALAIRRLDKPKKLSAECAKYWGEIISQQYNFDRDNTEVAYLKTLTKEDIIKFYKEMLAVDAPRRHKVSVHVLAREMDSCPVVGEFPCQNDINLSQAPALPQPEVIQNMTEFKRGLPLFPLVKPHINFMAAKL
IMP-1 inhibitor: IMP-1 metallo-beta-lactamase inhibitors, primary screen, biochemical, epi-absorbance readout, Pseudomonas aeruginosa enzyme. inhibition, % at 5.6 µM. purified IMP-1, nitrocefin hydrolysis, epi-absorbance fluorescence. metallo-beta-lactamase IMP-1 (Pseudomonas aeruginosa). AID 1556, 2009. hit rate 0.45% among 290,000;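 active means inhibition above the mean plus 3 SD of all compounds in the same screening run, cut at about 4.5% in these data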;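 further: 0% = IMP-1 with DMSO and 100% = DMSO wells lacking enzyme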
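Test system: recombinant IMP-1 enzyme, purified / Medium: HEPES buffer pH 7.1 with ZnSO4 and Brij 35 / Doses: single dose, 5.6 µM / Times: 25 °C, 15 min preincubation, 25 min reaction / Detection: Epi-absorbance via hydrolysed-nitrocefin quenching of white-plate fluorescence, 480/530 nm, EDTA stop / Evaluation: percent inhibition from optical density relative to buffer-blank wells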
UBC9 SUMO inh: inhibitors of in vitro SUMOylation cascade, primary screen, biochemical, HTRF, uHTS | SUMO-conjugating enzyme UBC9 (Homo sapiens), P63279 | HTRF SUMOylation assay, SAE1/SAE2 + UBC9 | inhibition, % at 35 µM | hit rate 0.36% among 290,000; in the data active means inhibition above about 50%, passing the limit was not always enough; further: strong numbers were not always called active
IDE act: human IDE activators in live cells, primary screen, fluorescence polarization, HEK cells, FAbeta-B substrate. Insulin-degrading enzyme (Homo sapiens), P14735. FAbeta-B cleavage; 0% vehicle, 100% cell-free pure enzyme wells. activation, % at 5.96 µM. hit rate 0.073% among 340,000;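 active means activation above the mean of all tested compounds plus 3 SD, set per screening campaign, cut at about 17% in these data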
VIM-2 inh: VIM-2 metallo-beta-lactamase inhibitors, primary screen, biochemical, epi-absorbance readout, Pseudomonas aeruginosa enzyme; purified VIM-2, nitrocefin hydrolysis, epi-absorbance fluorescence; inhibition, % at 5.6 µM; hit rate 0.89% among 290,000; AID 1527, 2009;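 active means inhibition above the mean of all tested compounds plus 3 SD, cutoff set per screening run, cut at about 7.5% in these data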;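 further: red hydrolysis product quenches plate fluorescence so inhibitors raise well fluorescence; 0% = enzyme with DMSO and 100% = DMSO without enzyme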
DNA FID counter: compounds displacing fluorescent DNA intercalator, primary screen, artefact control for HCV NS3 helicase inhibitor project, biochemical, FID fluorescence | DNA fluorescent intercalator displacement | inhibition, % at 7.9 µM | hit rate 0.17% among 290,000 | AID 1845, 2009; in the data active means inhibition above about 37%;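 further: 0% = vehicle and 100% = reference compound; higher means more ethidium bromide displaced from hairpin DNA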
pCIP destab: p/CIP-EGFP fusion destabilizers, primary screen, fluorescence, F442A cells | decrease of EGFP signal, % at 10 µM | hit rate 0.01% among 290,000 | 16 h | Q05BA5;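 active means EGFP signal decrease of at least 30% at 10 µM or well 3 SD below plate mean, unless failing retest; inactive means the rest, including hits failing retest or dose response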; further: some compounds called inactive have numbers as strong as hits; many of its hits are not listed in these tables
An asterisk follows results filed as active; . = no result given.

SMILES | PfM18AAP inh | HCV NS3 hel inh | IDE cell inh | IMP-1 inhibitor | UBC9 SUMO inh | IDE act | VIM-2 inh | DNA FID counter | pCIP destab
CCCCOC(=O)C(C)Nc1n[nH]c(=O)[nH]c1=O (stereo not given) | 1 | 7 | 5 | -0.9 | 21 | 0 | -0.6 | -14 | -12
COc1cccc(C2Nc3cc(Cl)c(S(N)(=O)=O)cc3S(=O)(=O)N2)c1 (stereo not given) | -4 | -1 | -3 | -5.8 | 14 | 3 | -4.8 | -2 | 2
CCCCn1c(=O)[nH]c2nc3cc(NC(C)=O)ccc3nc2c1=O | -6 | 25 | 5 | -0.6 | 39 | -3 | 1.8 | -1 | -11
CCCCn1c(SCc2cccnc2)nc2c1c(=O)n(C)c(=O)n2C | -4 | 4 | 8 | -2.2 | 6 | -2 | 1.4 | -23 | -6
NC(=O)SCC(=O)Nc1ccccc1C(=O)O | 5 | 10 | -1 | -0.5 | 20 | 4 | 13* | -1 | -3
Cc1ccc(C)c(NC(=O)/C(C#N)=C/c2cn(CC(=O)NCc3ccco3)c3ccccc23)c1 | 18 | 19 | 1 | -2.5 | 54* | 5 | -2.5 | -33 | 4
CC12CCC(c3c(C(=O)Nc4nccs4)nn(-c4ccccc4)c31)C2(C)C (stereo not given) | 1 | -1 | 6 | -4.5 | -2 | -1 | -3.4 | -7 | 0
CC(C)(C)c1ccc(-c2nc(C=O)c3ccccn23)cc1 | 6 | -8 | 0 | -3.0 | -23 | 0 | -1.6 | -18 | -7
Cc1nc(C(=O)NNC(=O)c2ccc(Cl)cc2)c(C(F)(F)F)o1 | -10 | 8 | -5 | -1.1 | 15 | 7 | -1.3 | -4 | -1
O=C(c1ccsc1)N1CCCC(Nc2cccc(F)c2)C1 (stereo not given) | -6 | 0 | 6 | -1.9 | -1 | 5 | -1.1 | -13 | 5
O=C(CSc1nnc2c(n1)[nH]c1ccc(F)cc12)N1CCOCC1 | 2 | 1 | 0 | -1.3 | 14 | 2 | -1.3 | 1 | -7
COc1ccc(CSc2nnnn2-c2ccccc2)cc1 | 7 | -5 | 5 | -0.3 | -2 | 3 | -1.4 | -13 | -13
CC(C)Cc1cc(C(C)(C)C)ccc1OC(=S)N(C)C | 2 | -26 | 0 | -3.8 | 15 | -5 | -1.5 | -28 | -12
COc1ccc(/C=C2\N=C3CCCCCN3C2=O)cc1OC | 1 | 0 | 1 | -2.6 | -34 | 0 | -1.2 | -16 | 2
CCC(=O)Nc1ccc(NC(=O)CSc2nnnn2CC)cc1C | -25 | 9 | 1 | -4.1 | -3 | -2 | -4.6 | 3 | -13
COCCn1nnnc1C(c1ccc(OC)cc1)N1CCN(C(=O)c2ccco2)CC1 (stereo not given) | 0 | 6 | -6 | -3.3 | 16 | -1 | -1.7 | -12 | -2
Nc1ccc2nc(SCC(=O)N3CCOCC3)sc2c1 | -8 | 12 | 0 | -3.8 | 2 | 2 | -0.8 | 7 | -4
Cc1cc(C)nc(NCCO)n1 | 3 | -6 | 8 | -2.6 | 6 | 1 | -0.2 | 1 | -17
Cc1cc(=O)[nH]c(-c2ccc(Cl)cc2)n1 | -11 | 5 | -1 | 0.3 | 2 | 2 | 0.9 | 2 | 4
O=C(O)/C=C/C(=O)c1ccc(O)cc1 | 3 | 17 | 0 | -2.3 | 9 | -3 | -2.7 | 3 | -11
O=Nc1c(O)[nH]c2c(F)cccc12 | -16 | 3 | -5 | -0.9 | 8 | 2 | 1.0 | -6 | 3
Cn1c(SCc2nc(-c3ccccc3)no2)nnc1-c1cccs1 | -2 | -1 | 12 | -1.9 | 7 | -12 | 1.8 | -21 | 0
CN1CCCC(CN2c3ccccc3Sc3ccccc32)C1 (stereo not given) | 10 | -98 | -3 | -2.3 | -11 | 3 | -3.4 | 18 | -14
NC(=O)c1cc(-c2ccccc2)sc1NC(=O)Cc1ccc(S(=O)(=O)N2CCOCC2)s1 | 2 | -9 | 9 | -3.0 | 16 | 5 | -2.1 | -5 | -9

Rewritten with two lines to a compound: entries from further up
The line under a structure holds: PfM18AAP inh	HCV NS3 hel inh	IDE cell inh	IMP-1 inhibitor	UBC9 SUMO inh	IDE act	VIM-2 inh	DNA FID counter	pCIP destab
Cc1cc(C)nc(NCCO)n1
    3	-6	8	-2.6	6	1	-0.2	1	-17
Nc1ccc2nc(SCC(=O)N3CCOCC3)sc2c1
    -8	12	0	-3.8	2	2	-0.8	7	-4
CCC(=O)Nc1ccc(NC(=O)CSc2nnnn2CC)cc1C
    -25	9	1	-4.1	-3	-2	-4.6	3	-13

Continued:
SMILES | PfM18AAP inh | HCV NS3 hel inh | IDE cell inh | IMP-1 inhibitor | UBC9 SUMO inh | IDE act | VIM-2 inh | DNA FID counter | pCIP destab
CCC(C(=O)NC1CCCCC1)n1c2ccccc2c2nc(=O)cc(C)n21 (stereo not given) | 1 | -1 | 3 | -2.7 | 7 | 2 | -0.8 | -40 | -5
CCN(CC)C(=O)C(=O)c1cn(CCOc2ccccc2)c2ccccc12 | 2 | -19 | -2 | -1.8 | -10 | 1 | -0.8 | -31 | -5
NC(=O)C1CCN(CC(=O)Nc2cccnc2Cl)CC1 | 0 | -4 | 1 | -2.6 | -14 | 2 | -2.9 | -2 | -5
COC(=O)c1ccc(NC(=O)CCCCCn2nnc3ccccc3c2=O)cc1 | -4 | 9 | . | -4.8 | -2 | 0 | -2.6 | -30 | 34
CC(C)NC(=O)C(=O)Nc1cc2c3c(c1)CCC(=O)N3CCC2 | -5 | -2 | 1 | -1.4 | 8 | 8 | -2.3 | -20 | -12
O=C(C1=C[C@@H](c2ccc(C(F)(F)F)cc2)C[C@@H](OCc2ccc(CO)cc2)O1)N1CCN(Cc2ccc3c(c2)OCO3)CC1 | 2 | -36 | 1 | -3.2 | -34 | 3 | -3.5 | -15 | -23
O=C(Nc1nnc(CSCc2ccccc2F)s1)c1cccc([N+](=O)[O-])c1 | 0 | 13 | -2 | -0.5 | 13 | 6 | 4.9 | 3 | 0
Cc1c(C(=O)OC/C(O)=C(\C#N)c2nc3ccccc3[nH]2)oc2ccc(Br)cc12 | -7 | -5 | 4 | 0.3 | 32 | 2 | 0.0 | -3 | -11
CN(Cc1ccccc1)C(=O)COc1cc(Cl)ccc1Cl | 9 | 0 | 2 | 0.7 | 0 | 3 | -2.2 | -27 | -6
Cc1ccc2c(c1)C(=C(C#N)C#N)C(=O)N2CCN1CCCCC1 | -2 | -20 | 7 | -0.7 | -6 | 7 | -1.1 | -6 | -11
Cc1cc(C)nc(N2CCCC(C(=O)NNC(=O)c3ccncc3)C2)n1 (stereo not given) | 11 | -6 | -1 | -1.7 | -31 | 5 | 0.7 | -7 | 9
Cc1cc(NC(=O)c2c(F)c(F)c(F)c(F)c2F)no1 | -6 | -4 | 4 | -1.3 | -4 | 8 | -2.5 | 3 | -8
CCCCNC(=O)COC(=O)c1cc(C)nc2ccccc12 | -6 | -1 | 10 | -2.9 | 6 | 2 | -2.4 | -7 | 2
C/C(=N\NC(=O)c1ccc(CSc2nc(C)cc(C)n2)cc1)c1ccco1 | -2 | 3 | 4 | -2.6 | 16 | -1 | -4.8 | -19 | -3
Fc1ccc2nc(Nc3nc4c(F)cccc4s3)sc2c1 | -1 | 5 | -4 | -5.3 | -102 | 1 | -2.6 | 4 | 14
COc1cccc(NC(=O)CSc2nc3c(c(-c4ccco4)c2C#N)CCCC3)c1 | -2 | -1 | 0 | -1.2 | 11 | 8 | -5.4 | 6 | -10
Cn1c(NC(=O)C2c3ccccc3Oc3ccccc32)cc(=O)n(C)c1=O | 11 | -9 | 4 | -2.3 | -18 | 5 | 1.6 | -9 | -7
Cc1ccc(C2=NN=C(NC(=O)CSc3nnc4c5ccccc5n(C)c4n3)SC2)cc1 | 16 | 53* | 9 | -3.7 | -42 | 1 | -1.3 | -21 | 8
CCOc1ccc(N2CC(C(=O)NCCCN3CCOCC3)CC2=O)cc1 (stereo not given) | 11 | 17 | 9 | -3.0 | -2 | 0 | -2.7 | -2 | -9
Cc1cc(=O)n(C)c(=O)n1CCCCOc1ccc([N+](=O)[O-])cc1 | 7 | 2 | 1 | -3.5 | 4 | 0 | -1.7 | 8 | -16
CCC(=O)Nc1ccc(C(=O)Nc2cccc(OC)c2)cc1 | -18 | -9 | -2 | 1.6 | -11 | 3 | 0.0 | -3 | -5
Cc1cc(N=Nc2ccccc2)c(NCC(O)C(O)C(O)CO)cc1C (stereo not given) | 3 | -8 | -3 | -1.0 | -38 | 2 | -0.6 | 3 | 6
O=C(OCC(=O)N1CCN(c2ccccc2)CC1)c1ccc[n+]([O-])c1 | 3 | 0 | -5 | -3.1 | 22 | -9 | -3.9 | -2 | 6
O=C(CCS(=O)(=O)c1ccc(Br)cc1)NCc1ccco1 | 0 | 6 | 9 | 20* | 8 | -3 | -1.5 | -5 | 6
O=C(NCCCn1ccnc1)c1cccc(S(=O)(=O)NCc2ccccc2)c1 | -5 | -5 | 4 | -2.1 | -7 | 2 | 0.2 | 2 | 9
O=C(Nc1cccc(/C=C/c2nc3ccccc3c(=O)[nH]2)c1)c1ccccc1Cl | 12 | 3 | 12 | -1.4 | 35 | -8 | -1.1 | -6 | 1
C/C(CC(=O)Nc1ccc(Br)cc1)=N\NC(=O)c1cccc(O)c1 | -1 | 10 | -1 | -3.0 | -8 | 4 | -1.4 | -1 | 4
CCOC(=O)c1sc(NNC(=O)c2ccc(C)cc2)nc1C | 37* | -4 | -3 | -1.8 | -9 | 0 | -1.2 | -21 | -3
CCCCC(CCC(=O)Nc1ccc(C(=O)OCC)cc1)C(=O)O (stereo not given) | 1 | 7 | -2 | -0.9 | 9 | 4 | -0.8 | -32 | 7
CC(=O)C(Sc1nc(N2CCOCC2)nc(N2CCOCC2)n1)C(=O)Nc1ccccc1 (stereo not given) | -1 | -7 | 11 | -1.6 | 4 | -2 | -2.6 | -30 | 2
Cc1nc(N)sc1-c1csc(Nc2ccccc2)n1 | 14 | 5 | 8 | -0.8 | 9 | 0 | -3.4 | 1 | -3
O=C(N/C=N/O)C(c1ccccc1)c1ncc(C(F)(F)F)cc1Cl (stereo not given) | 6 | 15 | 8 | -4.5 | 2 | 1 | -4.3 | -15 | -7
CCCCCc1c(C)nc(Nc2ccc(F)cc2)[nH]c1=O | -2 | 1 | -4 | -3.4 | 11 | 5 | -3.0 | -8 | -8
